Eya2 phos inh: Eya2 (human) phosphatase inhibition | O00167 | recombinant Eya2, OMFP fluorescence dephosphorylation (OMFP is methylfluorescein phosphate) | Potency, µM (highest dose often 76.9 µM), without a hit: top-dose activity, negative = inhibition, most hits filed as inhibitors | 330,000 compounds, 0.006% hits | AID 488837; note: potency is the fitted concentration of half-maximal effect
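Eya2 protein (added as 0.2 uM solution) was preincubated with compound for 10 min at ambient temperature in 50 mM HEPES pH 7.5, 50 mM NaCl, 5 uM MgCl2, 0.05% BSA, 1 mM DTT. OMFP (added at 50 uM) then reacted 10 min; fluorescence read at 485/525 nm.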
BCR signal inh: blocks chronic active B-cell receptor signaling; ABC-DLBCL IkBa-CBG/CBR reporter, luminescence ratio, 4 h; Potency, µM (top dose mostly 46.1 µM), without a hit: at the highest dose ratio change, negative = lower green/red ratio, hits mostly inhibitors; 340,000 compounds, 0.05% hits; active = well fitted inhibition curve with a large enough effect in the signal ratio, with a control signal flat, not every such curve was filed as active; inconclusive = small, poorly fitted or top-dose-only effect, or effect the other way, or a change in a side signal; the % refers to the signal ratio;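 note: potency is the fitted concentration of half-maximal effect; plate controls were basal doxycycline-induced cells for no effect and cells given 10 µM MG132 for full effect; MG132 reads +100%, hits lower the ratio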
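TMD8 ABC-DLBCL cells carrying doxycycline-inducible green luciferase fused to IkappaBalpha plus unfused red luciferase were exposed to compounds (up to 46 uM) for 4 hrs at 37C. Activity came from the overlap-corrected green/red luminescence ratio.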
USP2a inh: blocks human ubiquitin-specific protease USP2a. O75604. USP2 core, Ub-CHOP2 coupled fluorogenic reporter, 485/531. Potency, µM (series often up to 38.3 µM), for the others: at the top dose activity change, negative = inhibition, hits mostly inhibitors. 330,000 compounds, 0.01% hits;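 note: potency is the fitted concentration of half-maximal effect; plate controls were DMSO wells for no effect and full inhibition by NEM control for full effect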
Target sequence (O75604 whole entry, looked up): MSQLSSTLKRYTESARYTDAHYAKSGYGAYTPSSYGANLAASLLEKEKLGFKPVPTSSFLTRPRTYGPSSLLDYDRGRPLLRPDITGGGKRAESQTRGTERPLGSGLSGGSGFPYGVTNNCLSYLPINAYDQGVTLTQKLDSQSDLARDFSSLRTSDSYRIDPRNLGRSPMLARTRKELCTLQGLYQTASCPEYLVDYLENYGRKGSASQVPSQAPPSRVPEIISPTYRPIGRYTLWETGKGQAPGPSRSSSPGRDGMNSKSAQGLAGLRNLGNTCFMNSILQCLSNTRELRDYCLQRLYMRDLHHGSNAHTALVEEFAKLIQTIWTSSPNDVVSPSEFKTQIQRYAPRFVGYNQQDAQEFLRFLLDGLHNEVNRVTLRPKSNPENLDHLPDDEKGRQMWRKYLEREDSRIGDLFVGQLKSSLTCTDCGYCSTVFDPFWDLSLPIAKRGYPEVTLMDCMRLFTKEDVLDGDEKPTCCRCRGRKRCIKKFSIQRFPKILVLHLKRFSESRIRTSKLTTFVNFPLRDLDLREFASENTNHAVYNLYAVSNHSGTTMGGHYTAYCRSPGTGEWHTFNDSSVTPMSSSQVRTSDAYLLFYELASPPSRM
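Cell-free coupled assay: 10nM USP2 core preincubated 30min RT with compound in Tris-HCl pH 8.0/CaCl2/CHAPS buffer, then 25nM Ub-CHOP2 and 25nM reporter substrate; fluorescence (Ex 485/Em 531) read after 60min RT, normalized to NEM inhibition, concentration-response curves fitted.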
uPA generation: blocks generation of uPA at the cell surface. cell surface uPA generation assay, qHTS. Potency, µM (series often up to 38.3 µM), for the others: at the highest dose activity change, negative = inhibition, hits mostly inhibitors. 330,000 compounds, 0.31% hits. AID 540303; active = well fitted inhibition curve with a large enough effect; inconclusive = small, poorly fitted or top-dose-only effect; inactive = no such curve, though single readings can be large or run the other way; tested in mouse RAW 264.7 cells; note: potency is the fitted concentration of half-maximal effect; nearly all actives have a fitted effect of over 55% in size
KCNH2 WT inh: inhibitors of human wildtype KCNH2 potassium channel; AID 720551; U2OS, BacMam KCNH2, thallium flux FluxOr; active compounds read low; activity change, % at 1.84 µM; 340,000 compounds, 0.37% hits; Q12809;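 active = maximum activity change below -70%; inconclusive = maximum activity change between -70% and -50%; inactive = maximum activity change above -50%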
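U2OS cells transduced with wild-type KCNH2 virus are loaded with FluxOr dye for 45 min, and thallium flux is measured in kinetic reads before and after stimulation buffer. Rate constants are normalized to DMSO controls.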
PKM2 activator: PKM2 (human) enzyme activation; AID 1631; purified PKM2, Kinase-Glo ATP luminescence, activation; response scale: 0% is enzyme alone, no compound; 260,000 compounds, 0.34% hits; Potency, µM (top dose mostly 57.5 µM), for the others: top-dose activation, hits mostly activators; P14618; note: potency is the fitted concentration of half-maximal effect; nearly all actives have a fitted effect of over 55% in size
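ATP formation by purified human PK-M2, quantified via coupled luciferase luminescence after 1 h at room temperature with 0.1 mM ADP and 0.5 mM PEP final.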
Giardia killer: Giardia lamblia killing; Giardia lamblia trophozoite viability; activity change, % at 7.66 µM, hits read low; 340,000 compounds, 0.15% hits; in the data active = activity change below about -80%; inconclusive = between about -30% and that limit;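 note: parasites exposed to compound for two days anaerobically before the ATP read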
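Viability, read as ATP luminescence: trophozoites at 100 cells/well, compound added, 48 hrs anaerobic at 37 deg C, then 15-30 min room-temperature development before reading.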
KCNH2 3.1 inh: inhibitors of human KCNH2 3.1 potassium channel isoform; U2OS KCNH2 3.1, thallium flux FluxOr; active compounds read low; activity change, % (tested at about 1.8 µM); 340,000 compounds, 0.95% hits; AID 720553;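 active = maximum activity change below -70%; inconclusive = maximum activity change from -70% to -50%; inactive = maximum activity change above -50%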;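 note: thallium influx rate constant from kinetic fluorescence after stimulation buffer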
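Thallium flux read-out: FluxOr dye with Red40 quencher in HBSS/HEPES, 45 min at RT. Rate constants from kinetic reads were normalized to positive and negative DMSO controls. Cells: U2OS virally expressing the 3.1 isoform.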
Coupling enz: coupling enzyme interference in Giardia aldolase counter-screen. 290,000 compounds, 0.67% hits. activity change, negative = inhibition, % at 58.2 µM, hits read low. AID 2472. coupling enzyme system counterscreen, AmpLite Red fluorescence; in the data active = activity change below about -30%
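Coupling enzymes only (glyceraldehyde-3-phosphate) + compound, at 57.5 uM final, 10 min RT; add substrate/coupling/AmpLite Red mix, 20 min RT; fluorescence ex 525/em 598 nm. Actives flag coupling-system interference.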
B2AR arrestin: recruits beta-arrestin to the human beta2-adrenergic receptor | beta-arrestin recruitment to beta2AR, cell-based reporter | AID 492947 | Potency, µM (doses to about 46.1 µM), inactives show top-dose activation, actives largely listed as activators | 330,000 compounds, 0.02% hits;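 note: potency is the fitted concentration of half-maximal effect; 0% = DMSO controls and full agonism = EC100 isoproterenol or metaproterenol; nearly all actives have a fitted effect of over 65% in size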
Target sequence (P07550 whole entry, looked up): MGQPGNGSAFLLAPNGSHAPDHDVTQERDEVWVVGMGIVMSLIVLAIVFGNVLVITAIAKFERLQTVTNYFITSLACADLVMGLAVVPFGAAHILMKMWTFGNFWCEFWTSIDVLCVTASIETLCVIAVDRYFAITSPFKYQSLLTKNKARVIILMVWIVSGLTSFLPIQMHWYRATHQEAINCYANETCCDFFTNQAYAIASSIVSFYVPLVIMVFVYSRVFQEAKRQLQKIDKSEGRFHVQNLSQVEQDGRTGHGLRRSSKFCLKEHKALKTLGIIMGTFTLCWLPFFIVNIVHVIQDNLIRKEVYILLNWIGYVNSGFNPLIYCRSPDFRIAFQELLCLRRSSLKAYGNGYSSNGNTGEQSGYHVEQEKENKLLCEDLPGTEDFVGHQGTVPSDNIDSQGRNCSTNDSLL
GALK inhibitor: galactokinase (human) inhibition; Purified GALK, Kinase-Glo residual ATP luminescence; Potency, µM (series often up to 57.5 µM), without a hit: at the highest dose activity change, negative = inhibition, usual class: inhibitors; 270,000 compounds, 0.007% hits; AID 1868; note: potency is the fitted concentration of half-maximal effect
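5 nM enzyme, 35 uM ATP, 100 uM galactose, 20 mM HEPES pH8.0, 5 mM MgCl2; 1 h RT; residual ATP by Kinase-Glo Plus luminescence, qHTS format.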
An asterisk follows results filed as active; ? = inconclusive; / = not tested or not shown; [ ] = another dose, or the depositor's remark. Unless noted, calls come from the whole dose curve; as a rule, active = well fitted curve in the direction sought with a large enough effect; inconclusive = small, poorly fitted or top-dose-only effect, or another doubt; inactive = no such curve, though single readings can be large; an effect the other way counts as inactive or inconclusive. Unless noted, % is set by controls: 0 for no effect and ±100 for the full control effect.

Below each SMILES: Eya2 phos inh	BCR signal inh	USP2a inh	uPA generation	KCNH2 WT inh	PKM2 activator	Giardia killer	KCNH2 3.1 inh	Coupling enz	B2AR arrestin	GALK inhibitor
> COc1ccc(OCCCC(=O)Nc2nnc(C3CCCO3)s2)cc1 (configuration not stated)
    6%	-1%	-1%	-3%	12	3%	-15	3	0	0.2%	1%
> COc1cccc(-n2c(CN3CCN(c4ccc(C)cc4)C(C)C3)nc3ccc([N+](=O)[O-])cc3c2=O)c1 (configuration not stated)
    -9%	-8%	-1%	14%	-14	7%	3	-25	-5	-0.3%	-1%
> CC(C)N(C(=O)NC(=O)NCC1CCCO1)S(C)(=O)=O (configuration not stated)
    28%[15.4 µM]	-2%	5%	9%	7	-1%	-2	-12	2	-0.2%	2%
> CC1=NN(c2cccc([N+](=O)[O-])c2)C(=O)C1
    7%	?	1%	-1%	3	1%	-21	0	3	-0.1%	6%
> Cc1nc(N2CCCCC2)c2c(C)c(C(=O)Nc3cccc(C(F)(F)F)c3)sc2n1
    3%	?	7%	10%	/	9%	-22	-3	-3	-0.1%	0%
> COC(=O)C1=C(C)NC(C)=C(C(=O)OC)C1C(=O)OCC(=O)Nc1ccc(C(C)=O)cc1
    6%	2%	1%	5%	1	?	18	-3	1	-0.2%	3%
> O=C(COC(=O)c1ccc[n+]([O-])c1)Nc1ccc([N+](=O)[O-])cc1Cl
    4%	1%	2%	2%	-11	/	-13	-7	/	-0.2%	/
> CCOC(=O)c1cccc(OC(=O)CCNC(=O)c2ccc(Cl)cc2)c1
    -18%	?	0%	-1%	-12	/	-10	6	/	-2.4%	/
> Cc1ccc(SCCNC(=O)c2ccc(C)c(S(=O)(=O)Nc3ccccc3C)c2)cc1
    -9%	?	-1%	?	2	5%	-9	-10	0	-0.1%	-2%
> CC1(C)NC(=O)N(CC(O)COc2ccc(N3C(=O)c4ccccc4C3=O)cc2)C1=O (configuration not stated)
    11%	-1%	3%	-3%	10	1%	-1	2	1	0.2%	2%
> Cc1cc(C)cc(NC(=O)[C@H](Cc2c[nH]c3ccccc23)NC(=O)[C@@H]2Cc3ccccc3CN2)c1
    -26%	?	7%	-1%	-30	1%	4	?	0	0.1%	/
> CCc1nc(N2CCN(C(=O)CCl)CC2)c2c3c(sc2n1)CC(C)CC3 (configuration not stated)
    -1%	-5%	-1%	-14%	-7	-3%[11.5 µM]	9	-3	-1	-0.4%	-8%
> CCC1c2ccc(C)n2CCN1C(=O)Nc1ccccc1OC (configuration not stated)
    2%	13%	14%	-2%	6	-10%	2	25	-5	-0.8%	1%
> Cc1ccc(NC(=O)c2cc(S(=O)(=O)N3CCCCC3)c[nH]2)cc1F
    12%	-3%	0%	16%	-11	-6%	11	8	1	-0.7%	/
> Cc1ccc(S(=O)(=O)N2CCN(C(=O)COC(=O)/C=C/c3ccc(F)cc3)CC2)c(C)c1
    -4%	-3%	2%	0%	-2	/	18	-27	/	0.3%	/
> CCn1cc(C(=O)O)c(=O)c2cc(F)c(N3CCN(C(=O)Nc4ccccc4)CC3)cc21
    17%	4%	1%	/	-3	-8%	-8	13	1	-0.1%	0%
> O=C(Nc1ccc2oc(=O)ccc2c1)c1cc([N+](=O)[O-])ccc1N1CCOCC1
    -1%	?	0%	-5%	-3	2%	-15	-8	3	0.0%	9%
> O=C(/C=C/c1ccc(F)cc1)NCCNC(=O)/C=C/c1ccc(F)cc1
    4%	?	0%	-1%	4	-6%	25	-4	8	-0.2%	9%
> CC(C)OCCCNC(=O)C(Cc1ccccc1)NS(=O)(=O)c1ccc2c(c1)CCC(=O)N2 (configuration not stated)
    -1%	1%	1%	8%	-6	/	13	17	/	0.1%	-8%
> NCC(=O)Nc1ccc(Br)cc1
    -1%	29%	-1%	1%	0	-3%	-1	-27	0	0.0%	-1%

The closing two compounds of the section above come first, to join the parts.
Below each SMILES: Eya2 phos inh	BCR signal inh	USP2a inh	uPA generation	KCNH2 WT inh	PKM2 activator	Giardia killer	KCNH2 3.1 inh	Coupling enz	B2AR arrestin	GALK inhibitor
> CC(C)OCCCNC(=O)C(Cc1ccccc1)NS(=O)(=O)c1ccc2c(c1)CCC(=O)N2 (configuration not stated)
    -1%	1%	1%	8%	-6	/	13	17	/	0.1%	-8%
> NCC(=O)Nc1ccc(Br)cc1
    -1%	29%	-1%	1%	0	-3%	-1	-27	0	0.0%	-1%
> COc1ccccc1C(=O)Nc1ccc(N2CCN(S(C)(=O)=O)CC2)cc1
    7%	10%	1%	-1%	2	-3%	-25	1	0	0.0%	3%
> CC1CCCN(CCCNC(=O)CCn2nc(-c3ccccc3)ccc2=O)C1 (configuration not stated)
    13%	2%	-3%	0%	5	-24%	15	-3	2	-2.0%	1%
> CCn1nc(NS(=O)(=O)c2ccccc2[N+](=O)[O-])c2cc3ccc(C)cc3nc21
    0%	-1%	3%	-6%	-1	/	-5	-3	/	-0.9%	-1%
> O=C(COC(=O)c1ccco1)NCc1cccs1
    23%	1%	0%	2%	0	0%	35[activator]	3	1	0.5%	2%
> COc1cccc(/C=N/NC(=O)CSc2ccccc2C)c1O
    6%	-11%	2%	-21%	0	2%	11	-12	2	-0.4%	0%
> Cc1ccc(NC(=O)CSCC(=O)Nc2nnc(C)s2)cc1
    -1%	-14%	1%	7%	0	/	20	25	/	0.0%	/
> Cc1ccc(Cn2c(=N)n(CC(O)COc3ccccc3)c3ccccc32)cc1 (configuration not stated)
    26%	?	0%	-7%	-2	-5%	-19	-10	2	-0.3%	0%
> Cn1c(-c2ccccc2)c(/C=N/NC(=O)c2cccnc2)c2ccccc21
    -3%	?	0%	-12%	-7	0%	-3	-46	-1	-0.1%	-2%
> Cc1nnc(SCCN2CCOCC2)n1-c1cccc(Cl)c1
    -23%	?	-5%	3%	3	-5%	-3	2	0	0.0%	-3%
> COc1ccc(/C=N/NC(=O)CNC(=O)COc2ccccc2)cc1
    -8%	?	0%	2%	24	-5%	-9	18	2	0.0%	0%
> CC(Oc1ccc(Br)cc1)C(=O)Nn1c(=S)[nH]c2ncccc2c1=O (configuration not stated)
    -21%	-12%	2%	/	/	-3%	/	/	-3	-0.5%	-1%
> O=C(O)CSc1nc2ccc(Cl)cc2[nH]1
    3%	-1%	1%	-9%	4	-11%	15	12	0	0.0%	6%
> Cc1cc(C)n2nc(SCc3cc(=O)oc4cc(O)ccc34)nc2n1
    17%	?	-1%	/	/	10%	/	/	2	-0.3%	-5%
> COc1ccc(/C=C/c2ccccc2)cc1[C@H]1[C@H]2C=CC[C@@H](C)[C@@H]2C(=O)N1Cc1ccccc1
    0%	0%	?	?	/	-2%	9	/	0	0.2%	-1%
> CCOC(=O)N1CCN(C(=O)CNC(=O)c2nn(-c3ccc(OC)c(OC)c3)c(=O)c3ccccc23)CC1
    16%	-1%	0%	4%	2	/	-11	8	0	0.0%	3%
> O=C(CN1CCN(Cc2ccccc2)CC1)N1CCCc2ccccc21
    ?	-1%	2%	9%	3	/	-14	5	-2	-0.1%	-2%
> O=C(CN1C(=O)NC2(CCOc3ccccc32)C1=O)c1ccc(F)cc1 (configuration not stated)
    -2%	-1%	0%	-1%	-5	/	6	6	/	0.1%	/
> CC(C)(C)NC(=O)C(c1ccco1)N(Cc1ccc2c(c1)OCO2)C(=O)Cn1nnc2ccccc21 (configuration not stated)
    23%	-17%	2%	11%	-12	-5%	-3	1	1	0.0%	5%
> Nc1nc(-c2cccnc2)nc2sc3c(c12)CCCC3
    -10%	-16%	0%	-14%	-7	0%	-12	4	-6	-1.1%	-2%
> Cc1noc(C)c1COC(=O)c1ccc(F)c(S(=O)(=O)N2CCOCC2)c1
    -6%	-14%	2%	-2%	2	/	-11	-1	/	-1.1%	/
> Cc1ccccc1-n1nnnc1SCC(=O)NCC1(N2CCOCC2)CCCCC1
    3%	1%	3%	2%	0	/	-7	-6	/	-0.2%	/

Another view of 2 compounds above:
Cc1noc(C)c1COC(=O)c1ccc(F)c(S(=O)(=O)N2CCOCC2)c1
  Eya2 phos inh: -6%
  BCR signal inh: -14%
  USP2a inh: 2%
  uPA generation: -2%
  KCNH2 WT inh: 2
  PKM2 activator: /
  Giardia killer: -11
  KCNH2 3.1 inh: -1
  Coupling enz: /
  B2AR arrestin: -1.1%
  GALK inhibitor: /

Cc1ccccc1-n1nnnc1SCC(=O)NCC1(N2CCOCC2)CCCCC1
  Eya2 phos inh: 3%
  BCR signal inh: 1%
  USP2a inh: 3%
  uPA generation: 2%
  KCNH2 WT inh: 0
  PKM2 activator: /
  Giardia killer: -7
  KCNH2 3.1 inh: -6
  Coupling enz: /
  B2AR arrestin: -0.2%
  GALK inhibitor: /

Screening data from PubChem.
